# Eya2 inh: qHTS Assay for Inhibitors of the Phosphatase Activity of Eya2; Protein phosphatase EYA2 (Homo sapiens), O00167; recombinant Eya2, OMFP fluorescence dephosphorylation (OMFP is methylfluorescein phosphate); Potency, µM (titrated, usually from 76.9 µM), inactives show top-dose activity, negative = inhibition, hits mostly inhibitors; actives 0.006% (n = 330,000); note: % is set by controls: 0 for no effect and ±100 for the full control effect
# Target sequence (O00167 whole entry, looked up): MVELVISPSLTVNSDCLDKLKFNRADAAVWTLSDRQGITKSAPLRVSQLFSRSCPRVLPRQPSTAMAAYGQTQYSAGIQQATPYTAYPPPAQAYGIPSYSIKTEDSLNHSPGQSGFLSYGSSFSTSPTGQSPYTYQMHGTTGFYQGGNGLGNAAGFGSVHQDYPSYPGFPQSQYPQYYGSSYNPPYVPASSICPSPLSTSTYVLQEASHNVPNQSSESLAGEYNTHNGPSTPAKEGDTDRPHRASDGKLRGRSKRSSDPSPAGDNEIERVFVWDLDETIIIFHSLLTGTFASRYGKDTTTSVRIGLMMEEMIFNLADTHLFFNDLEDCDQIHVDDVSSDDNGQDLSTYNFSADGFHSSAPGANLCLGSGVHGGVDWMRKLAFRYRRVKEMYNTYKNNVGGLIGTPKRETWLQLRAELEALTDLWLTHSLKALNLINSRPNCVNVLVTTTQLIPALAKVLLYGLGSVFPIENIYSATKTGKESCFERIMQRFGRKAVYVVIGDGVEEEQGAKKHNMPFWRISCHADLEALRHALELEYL
#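 Eya2 (0.2 uM) preincubated 10 min at ambient with compound, then OMFP substrate added at 50 uM; 10 min reaction in 50 mM HEPES pH 7.5, 50 mM NaCl, 5 uM MgCl2, 0.05% BSA, 1 mM DTT. Fluorescence read at Ex 485/Em 525 nm.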
# BRCA1 expr act: qHTS Assay to Identify Small Molecule Activators of BRCA1 Expression | MCF7-BRCA1-FFLuc reporter, luminescence, 48 h; response scale: scaled: vehicle 0%, 10 µM genistein 100% | Potency, µM (doses to about 46.1 µM), without a hit: top-dose activation, most hits filed as activators | actives 1.1% (n = 380,000) | AID 624202, 2012; note: nearly all actives have a fitted effect of over 80% in size; some results filed as inactive show a strong effect at the top dose
#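 Luminescence from a BRCA1-driven firefly luciferase in MCF7 cells was the read-out, taken 15 min after substrate addition following 48 h compound exposure at 37 °C. Data were normalized to a 10 microM genistein control and DMSO vehicle.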
# The depositor's hits bear a star; ? = inconclusive; nt = not tested or not shown. Calls come from the whole dose curve; as a rule, active = well fitted curve in the direction sought with a large enough effect; inconclusive = small, poorly fitted or top-dose-only effect, or another doubt; inactive = no such curve, though single readings can be large; an effect the other way counts as inactive or inconclusive. Potency is the fitted concentration of half-maximal effect. These rows are one share of the data; the hit share may differ from the screen's.
# Fields – Eya2 inh	BRCA1 expr act
- C[C@H]1C2Cc3ccc(O)cc3[C@]1(C)CCN2CC1CC1
    -4%	nt
- c1ccc2sc(C3(N4CCCCC4)CCCCC3)cc2c1
    -7%	nt
- COc1ccc2c(c1)c(CCN1CCOCC1)c(C)n2C(=O)c1cccc(Cl)c1Cl
    ?	nt
- Cc1o[nH]c(=O)c1CC(N)C(=O)O (centres undefined)
    0%	nt
- Cc1cccc(C)c1NC(=O)CN1CCCC1=O
    -11%	nt
- C=CCN1CC[C@]23c4c5ccc(O)c4O[C@@H]2/C(=N/N=C2\CC[C@@]4(O)C6Cc7ccc(O)c8c7[C@@]4(CCN6CC=C)[C@@H]2O8)CC[C@@]3(O)C1C5
    8%	nt
- NC(=NCCC[C@H](N)C(=O)O)N[N+](=O)[O-]
    1%	nt
- NC(=O)c1ccc(OCC(O)CN2CC=C(c3ccc(F)cc3)CC2)cc1 (centres undefined)
    6%	nt
- C[C@]12CCC3C(CC[C@H]4C[C@H](O)CC[C@]34C)C1CC[C@@H]2C(=O)CO (some centres undefined)
    -3%	nt
- Ic1ccccc1CNC1C2CCN(CC2)C1C(c1ccccc1)c1ccccc1 (centres undefined)
    -2%	nt
- Oc1ccc2c3c1O[C@H]1c4oc5ccccc5c4C[C@@]4(O)C(C2)N(CC2CC2)CCC314 (some centres undefined)
    -4%	nt
- N#CCCN
    2%	nt
- CCCn1c(C)c(C(=O)c2ccc3ccccc3c2)c2ccccc21
    -6%	nt
- N#CC12c3ccccc3C(=O)N1Cc1cnnn1-c1ccccc12 (centres undefined)
    nt	2%
- c1ccc2c(CCN3CCCCC3)c[nH]c2c1
    nt	2%
- Cc1cccc(OCC(=O)N2CCN(Cc3cc(=O)n4nc(-c5ccccc5Cl)sc4n3)CC2)c1
    nt	0%
- c1cc2c(cc1N1CCCCC1)CNCc1cnnn1-2
    nt	0%
- CSCCC(c1nnnn1Cc1ccccc1)N1CCC2(CC1)C(=O)NCN2c1ccccc1 (centres undefined)
    nt	-17%
- COc1ccc(C(c2nnnn2-c2ccc3c(c2)OCCO3)N2CCC3(CC2)C(=O)NCN3c2ccccc2)cc1 (centres undefined)
    nt	-59%
- O=C(CN1CCOCC1)c1cccc([N+](=O)[O-])c1
    nt	7%
- O=C(Nc1ccc2c(c1)OCO2)c1cccn(Cc2cccc(F)c2)c1=O
    nt	0%
- COc1cc([C@@H]2c3cc4c(cc3C[C@H]3COC(=O)[C@@H]32)OCO4)cc(OC)c1O
    nt	-51%
- CC(C)N1CCOC(c2ccc(O)c(O)c2)C1 (centres undefined)
    nt	0%
- CCCCc1ccc(NC(=O)c2cccn(Cc3ccc(Cl)cc3)c2=O)cc1
    nt	11%
- CCOC(=O)c1ccc(NC(=O)c2cccn(Cc3ccc(C)cc3)c2=O)cc1
    nt	-7%
- CSCCC(c1nnnn1-c1c(C)cccc1C)N1CCC(n2c(=O)[nH]c3ccccc32)CC1 (centres undefined)
    nt	-50%
- COc1cc(C(=O)N2Cc3ccc(Br)cc3-n3nncc3C2)cc(OC)c1OC
    nt	10%
- O=C1c2cccc(N3CCNCC3)c2C2CCCCN12 (centres undefined)
    nt	21%
- S=C(NCCc1ccccc1)N1Cc2ccc(Br)cc2-n2nncc2C1
    nt	-25%
- N#Cc1ccc2nc(-c3ccc(CN4CCC(n5c(=O)[nH]c6ccccc65)CC4)cc3)c(-c3ccccc3)nc2c1
    nt	-60%
- O=C1NCN(c2ccccc2)C12CCN(C(c1ccccc1)c1nnnn1Cc1ccccc1)CC2 (centres undefined)
    nt	-44%
- CN1CC2CN(Cc3ccccc3)S(=O)(=O)C2C1 (centres undefined)
    nt	8%
- CCc1ccc(NC(=O)c2cccn(Cc3cccc([N+](=O)[O-])c3)c2=O)cc1
    nt	-2%
- CC(C)c1ccc(OCC(=O)N2CCN(CCc3ccncc3)CC2)cc1
    nt	0%
- O=c1[nH]c2ccccc2n1C1CCN(Cc2ccc(-c3nc4ccc(F)cc4nc3-c3ccccc3)cc2)CC1
    nt	-58%
- CCCCn1nnnc1C(c1cccs1)N1CCC2(CC1)C(=O)NCN2c1ccccc1 (centres undefined)
    nt	-1%
- Cc1cccc(-c2nc(CN3C(=O)CN=C(c4ccccc4)c4ccccc43)c(C)o2)c1
    nt	-44%
- COc1ccc(CN2Cc3cc(-c4ccc(OC)cc4)ccc3-n3nncc3C2)cc1
    nt	18%
- Cc1nnc(NC(=O)c2cccn(Cc3ccccc3)c2=O)s1
    nt	0%
- Brc1ccc2c(c1)-n1nncc1CN(CC1CCCCC1)C2
    nt	11%
- COc1ccccc1-c1nn2c(=O)cc(CN3CCN(C(=O)COc4ccccc4Cl)CC3)nc2s1
    nt	0%
- Clc1cccc(N2Cc3ccccc3-n3nncc3C2)c1
    nt	0%
- O=C1NCN(c2ccccc2)C12CCN(C(c1nnnn1C1CCCCC1)C1CC1)CC2 (centres undefined)
    nt	0%
- O=C1c2ccccc2-n2nncc2C2c3cc(Br)ccc3CCN12 (centres undefined)
    nt	-28%
- COC(=O)c1ccccc1NC(=O)c1cccn(Cc2cccc(Cl)c2)c1=O
    nt	-20%
- COc1cccc(C(c2nnnn2-c2c(C)cccc2C)N2CCC(n3c(=O)[nH]c4ccccc43)CC2)c1OC (centres undefined)
    nt	-65%
- O=C1NCN(c2ccccc2)C12CCN(C(CCc1ccccc1)c1nnnn1C1CCCC1)CC2 (centres undefined)
    nt	-28%
- Cc1ccc(S(=O)(=O)N2Cc3cc(-c4cccc(F)c4)ccc3-n3nncc3C2)cc1
    nt	-4%
- CCOc1ccc2nc(NC(=O)c3cccn(Cc4ccc(Cl)cc4)c3=O)sc2c1
    nt	14%
- Cc1ccc(Cn2cccc(C(=O)Nc3ccc4c(c3)OCCO4)c2=O)cc1
    nt	0%

# (next part)
# Fields – Eya2 inh	BRCA1 expr act
- COC(=O)c1ccc(NC(=O)c2cccn(Cc3ccccc3C)c2=O)cc1
    nt	3%
- COc1ccc(-n2nnnc2C(C2CC2)N2CCC(n3c(=O)[nH]c4ccccc43)CC2)cc1 (centres undefined)
    nt	-10%
- Cc1ccc(Cn2cccc(C(=O)Nc3cc([N+](=O)[O-])ccc3C)c2=O)cc1
    nt	9%
- CCCCCN1C(=O)c2ccccc2[C@@]2(C(=O)OCC)Cc3cc(Cl)ccc3[C@@H]12
    nt	-44%
- Cc1cccc2nc(-c3ccccc3)c(-c3ccc(CN4CCC(n5c(=O)[nH]c6ccccc65)CC4)cc3)nc12
    nt	-45%
- c1ccc(-c2ccc3c(c2)CNCc2cnnn2-3)cc1
    nt	19%
- c1cc2c(cc1-c1ccc3c(c1)OCO3)CNCc1cnnn1-2
    nt	32%
- NC(Cc1ccc(F)cc1)c1csc(Nc2ccccn2)n1 (centres undefined)
    nt	25%
- Cc1ccc2nc(NC(=O)c3cccn(Cc4ccc(Cl)cc4)c3=O)sc2c1
    nt	23%
- Cc1ccccc1Cn1cccc(C(=O)Nc2cc(Cl)ccc2C#N)c1=O
    nt	-10%
- Cc1ccc(Cn2cccc(C(=O)Nc3nnc(C)s3)c2=O)cc1
    nt	6%
- CCOC(=O)[C@]12Cc3ccc(C)cc3[C@H]1N(C1CCCCC1)C(=O)c1ccccc12
    nt	-64%
- O=C(COc1ccccc1F)N1CCN(Cc2cc(=O)n3nc(-c4ccccc4Cl)sc3n2)CC1
    nt	0%
- C[C@H]1COc2cc(N3CCN(C)CC3)ccc2S(=O)(=O)N1
    nt	9%
- CC(=O)c1ccc(NC(=O)c2sc3nc4c(cc3c2N)N2CCC4CC2)cc1
    nt	11%
- CSCCC(c1nnnn1C1CCCCC1)N1CCC(n2c(=O)[nH]c3ccccc32)CC1 (centres undefined)
    nt	-48%
- COc1ccc(-n2nnnc2C(CCSC)N2CCC(n3c(=O)[nH]c4ccccc43)CC2)cc1 (centres undefined)
    nt	-45%
- CCOC(=O)[C@]12Cc3c(cc(OC)c(OC)c3OC)[C@H]1N(C(C)C)C(=O)c1cc(OC)ccc12
    nt	-58%
- CCOC(=O)[C@]12Cc3ccccc3[C@H]1N(C1CCCCC1)C(=O)c1cc(OC)ccc12
    nt	-73%
- O=c1[nH]c2ccccc2n1C1CCN(C(CCc2ccccc2)c2nnnn2C2CCCCC2)CC1 (centres undefined)
    nt	-72%
- Cc1cccc(C)c1-n1nnnc1C(C1CC1)N1CCC(n2c(=O)[nH]c3ccccc32)CC1 (centres undefined)
    nt	-21%
- Cc1cc(NC(=O)c2cccn(Cc3ccccc3)c2=O)no1
    nt	0%
- CCCCCN1C(=O)c2cc(OC)ccc2[C@@]2(C(=O)OCC)Cc3cc(Cl)ccc3[C@@H]12
    nt	-64%
- CCOC(=O)[C@]12Cc3cc(Cl)ccc3[C@H]1N(C1CCCCC1)C(=O)c1cc(OC)ccc12
    nt	-73%
- N#Cc1ccccc1NC(=O)c1cccn(Cc2ccccc2)c1=O
    nt	0%
- CCSc1nnc(NC(=O)c2cccn(Cc3ccc(Cl)cc3)c2=O)s1
    nt	0%
- S=C(NCCc1ccccc1)N1Cc2cc(N3CCCCC3)ccc2-n2nncc2C1
    nt	-14%
- NC(Cc1ccc(F)cc1)c1csc(Nc2cnccn2)n1 (centres undefined)
    nt	4%
- CC(C)c1nn2c(=O)cc(COC(=O)Cc3ccccc3)nc2s1
    nt	9%
- Fc1ccc(N2Cc3ccccc3-n3nncc3C2)cc1
    nt	-1%
- COC1=C(C)C(=O)c2c(c(COC(N)=O)c3n2C[C@@H]2[C@@H]3N2C)C1=O (some centres undefined)
    nt	-22%
- CCOC(=O)[C@]12Cc3c(cc(OC)c(OC)c3OC)[C@H]1N(C)C(=O)c1cc(OC)ccc12
    nt	-61%
- COc1ccc(C(=O)C2CCCN(CC3CCCCC3)C2)cc1OC (centres undefined)
    nt	-10%
- CCOC(=O)[C@]12Cc3cc4ccccc4cc3[C@H]1N(Cc1ccccc1)C(=O)c1ccccc12
    nt	-39%
- Cc1nc2ccccc2c(=O)n1-c1nccs1
    nt	66%
- Cc1ccccc1OP(=O)(Oc1ccccc1C)N1CCOCC1
    nt	-1%
- CCCCn1nnnc1C(CC)N1CCC2(CC1)C(=O)NCN2c1ccccc1 (centres undefined)
    nt	5%

# Structural class, those above with a Cl atom.
# Fields – Eya2 inh	BRCA1 expr act
- COc1ccc2c(c1)c(CCN1CCOCC1)c(C)n2C(=O)c1cccc(Cl)c1Cl
    ?	nt
- Cc1cccc(OCC(=O)N2CCN(Cc3cc(=O)n4nc(-c5ccccc5Cl)sc4n3)CC2)c1
    nt	0%
- CCCCc1ccc(NC(=O)c2cccn(Cc3ccc(Cl)cc3)c2=O)cc1
    nt	11%
- COc1ccccc1-c1nn2c(=O)cc(CN3CCN(C(=O)COc4ccccc4Cl)CC3)nc2s1
    nt	0%
- Clc1cccc(N2Cc3ccccc3-n3nncc3C2)c1
    nt	0%
- COC(=O)c1ccccc1NC(=O)c1cccn(Cc2cccc(Cl)c2)c1=O
    nt	-20%
- CCOc1ccc2nc(NC(=O)c3cccn(Cc4ccc(Cl)cc4)c3=O)sc2c1
    nt	14%
- CCCCCN1C(=O)c2ccccc2[C@@]2(C(=O)OCC)Cc3cc(Cl)ccc3[C@@H]12
    nt	-44%
- Cc1ccc2nc(NC(=O)c3cccn(Cc4ccc(Cl)cc4)c3=O)sc2c1
    nt	23%
- Cc1ccccc1Cn1cccc(C(=O)Nc2cc(Cl)ccc2C#N)c1=O
    nt	-10%
- O=C(COc1ccccc1F)N1CCN(Cc2cc(=O)n3nc(-c4ccccc4Cl)sc3n2)CC1
    nt	0%
- CCCCCN1C(=O)c2cc(OC)ccc2[C@@]2(C(=O)OCC)Cc3cc(Cl)ccc3[C@@H]12
    nt	-64%
- CCOC(=O)[C@]12Cc3cc(Cl)ccc3[C@H]1N(C1CCCCC1)C(=O)c1cc(OC)ccc12
    nt	-73%
- CCSc1nnc(NC(=O)c2cccn(Cc3ccc(Cl)cc3)c2=O)s1
    nt	0%
